Gal4-VP16 FLuc: Gal4-VP16 reporter inhibition counter-screen; Drosophila S2 Gal4-VP16 UAS-luciferase, luminescence, 20 h; 310,000 tested, 3.5% active; Potency, µM (highest dose often 53.6 µM), for the others: at the top dose activity, negative = inhibition, hits mostly inhibitors; AID 2546;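 further: Gal4-VP16 expression switched on by copper sulfate through the metallothionein promoter; on the % scale 0 is the no-effect control and ±100 the full control effect; nearly all actives have a fitted effect of over 50% in size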
NPC1 promoter act: activators of NPC1 promoter; Huh7 NPC1 promoter luciferase reporter, 24 h; Potency, µM (series often up to 9.22 µM), without a hit: at the top dose activation, hits mostly activators; 320,000 tested, 2.4% active;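 further: % of control where 0% means no effect; nearly all actives have a fitted effect of over 60% in size; reporter is driven by a mutant NPC1 promoter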
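Quantitative HTS used a cell-based reporter: Huh7 cells stably bearing the NPC1 promoter upstream of luciferase were treated with compounds for 24 h, and promoter activation was read as luminescence.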
RORg inh: inhibitors of mouse ROR gamma transcriptional activity; P51450; Drosophila S2 Gal4-RORgamma UAS-luciferase reporter, 20 h; Potency, µM (highest dose often 53.6 µM), without a hit: at the top dose activity change, negative = inhibition, usual class: inhibitors; 310,000 tested, 5.4% active; AID 2551; further: on the % scale 0 is the no-effect control and ±100 the full control effect; nearly all actives have a fitted effect of over 60% in size
Target sequence (P51450 whole entry, looked up, the tested form may be a part): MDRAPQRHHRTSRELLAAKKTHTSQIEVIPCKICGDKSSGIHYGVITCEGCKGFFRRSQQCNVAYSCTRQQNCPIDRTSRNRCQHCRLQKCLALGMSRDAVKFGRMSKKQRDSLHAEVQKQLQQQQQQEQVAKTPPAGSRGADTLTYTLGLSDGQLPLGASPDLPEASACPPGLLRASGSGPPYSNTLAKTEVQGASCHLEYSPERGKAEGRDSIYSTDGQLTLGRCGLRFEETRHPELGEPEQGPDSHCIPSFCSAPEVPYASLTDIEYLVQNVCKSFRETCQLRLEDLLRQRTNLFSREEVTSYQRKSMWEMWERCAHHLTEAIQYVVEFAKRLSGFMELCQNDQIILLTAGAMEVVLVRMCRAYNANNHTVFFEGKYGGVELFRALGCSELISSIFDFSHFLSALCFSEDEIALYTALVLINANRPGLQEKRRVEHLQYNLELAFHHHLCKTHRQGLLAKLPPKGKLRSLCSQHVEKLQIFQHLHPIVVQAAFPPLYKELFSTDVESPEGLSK
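A Gal4/UAS one-hybrid system in insect cells: metallothionein-promoter Gal4–ROR gamma fusion plus Photinus luciferase reporter. Copper sulfate 700 uM final, 20 hr ambient incubation, luminescent detection after 10 min with reagent.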
p53 reactivator: re-activators of mutant p53. H1299 p53-A138V BP100-luciferase reporter, luminescence, 24 h. AID 504706. Potency, µM (doses to about 92.2 µM), inactives show at the highest dose activity change, positive = activation, actives largely listed as activators. 320,000 tested, 0.063% active; further: % of control where 0% means no effect; nearly all actives have a fitted effect of over 45% in size
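H1299 (p53-null), stable ts p53-A138V + BP100-Luc; 1000 cells/well, Opti-MEM/10% FBS; cpd 4 pt, 1:5; 24 h, 37 deg C, 5% CO2; detection reagent 10 min RT; luminescence.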
MBNL1 CUG block: MBNL1-poly(CUG) RNA binding inhibition | Q9NR56 | TR-FRET MBNL1-His/biotin-(CUG)12 binding, 665/545 ratio | Potency, µM (series often up to 57.5 µM), for the others: at the top dose activity change, negative = inhibition, most hits filed as inhibitors | 280,000 tested, 0.036% active | AID 2675; active means well fitted inhibition curve with a large enough effect in the signal ratio, with a control signal flat, not every such curve was filed as active; inconclusive means small, poorly fitted or top-dose-only effect, or effect the other way, or a change in a side signal; inactive means no such curve, though single readings can be large or run the other way; the % refers to the signal ratio; further: on the % scale 0 is the no-effect control and ±100 the full control effect
Target sequence (Q9NR56 whole entry, looked up): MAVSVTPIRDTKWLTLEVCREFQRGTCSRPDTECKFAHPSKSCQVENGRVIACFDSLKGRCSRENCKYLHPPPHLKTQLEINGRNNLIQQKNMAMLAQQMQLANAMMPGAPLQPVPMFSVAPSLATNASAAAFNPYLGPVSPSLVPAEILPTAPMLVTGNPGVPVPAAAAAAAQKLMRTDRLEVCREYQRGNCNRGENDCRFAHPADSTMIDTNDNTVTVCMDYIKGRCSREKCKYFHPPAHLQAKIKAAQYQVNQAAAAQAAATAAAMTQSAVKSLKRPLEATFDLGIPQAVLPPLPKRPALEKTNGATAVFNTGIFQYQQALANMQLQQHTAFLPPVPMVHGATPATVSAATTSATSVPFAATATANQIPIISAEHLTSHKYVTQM
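Compound titration spanned 92 nM–58 uM against the MBNL1-His/biotin-(CUG)12 complex. After 60 min at room temperature with 5 nM streptavidin-XL665 and 0.055 ng/ul terbium anti-His, ratiometric 665/545 nm emission (Ex 340 nm) normalized to controls.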
uPA surface inh: inhibitors of cell surface uPA generation. 330,000 tested, 0.31% active. AID 540303. cell surface uPA generation assay, qHTS. Potency, µM (series often up to 38.3 µM), inactives show at the highest dose activity change, negative = inhibition, actives largely listed as inhibitors; active means well fitted inhibition curve with a large enough effect; inconclusive means small, poorly fitted or top-dose-only effect; inactive means no such curve, though single readings can be large or run the other way; tested in mouse RAW 264.7 cells; further: on the % scale 0 is the no-effect control and ±100 the full control effect; nearly all actives have a fitted effect of over 55% in size
BRCA1 expr up: activators of BRCA1 expression | MCF7-BRCA1-FFLuc reporter, luminescence, 48 h; response scale: scaled: vehicle 0%, 10 µM genistein 100% | Potency, µM (top dose mostly 46.1 µM), for the others: top-dose activation, hits mostly activators | 380,000 tested, 1.1% active | AID 624202; further: nearly all actives have a fitted effect of over 80% in size; some results filed as inactive show a strong effect at the top dose
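Reporter cells (MCF7, BRCA1 promoter-firefly luciferase) received library compounds across a concentration series for 48 h. End-point luminescence was measured and concentration-effect curves derived after normalization.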
ELG1 genotoxic: inducers of genotoxicity in HEK293T ELG1-luciferase cells; 330,000 tested, 1.3% active; HEK293T ELG1-luciferase reporter, luminescence, 16 h; AID 504466; Potency, µM (top dose mostly 46 µM), inactives show at the top dose activity change, positive = activation, usual class: activators; further: % of control where 0% means no effect; nearly all actives have a fitted effect of over 60% in size
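16 hr compound incubation (37 °C, 5% CO2) of HEK293T cells carrying luciferase-tagged ELG1; luciferase then measured by ONE-Glo luminescence after 30 min at RT.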
Rab9 prom act: activators of Rab9 promoter; Huh7 Rab9 promoter-luciferase reporter, luminescence, 24 h; Potency, µM (highest dose often 9.22 µM), for the others: at the highest dose activation, negative = inhibition, hits mostly activators; 320,000 tested, 2.8% active; AID 485297; further: % of control where 0% means no effect; nearly all actives have a fitted effect of over 60% in size
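Promoter activation is measured as luciferase luminescence in Huh7 cells stably transfected with a Rab9 promoter–luciferase construct, following 24 h compound exposure at 37 °C and 10 min reagent incubation at ambient temperature.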
FLuc modulator: counter-screen for miR-21 project: firefly luciferase inhibitors or activators. purified FLuc, Km substrates, luminescence inhibition. Potency, µM (series often up to 57.5 µM), for the others: at the top dose activity change, negative = inhibition, actives largely listed as inhibitors. 360,000 tested, 6.9% active. AID 588342;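 further: plate controls were vehicle for no effect and reference inhibitor for full effect; nearly all actives have a fitted effect of over 55% in size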
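Biochemical qHTS of compounds, final roughly 60 µM downward over six points, against 10 nM purified firefly luciferase using Km concentrations of substrates (10 uM D-luciferin, 10 uM ATP) in Tris acetate pH 7.5 buffer; luminescence output.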
CXXC DNA block: inhibitors of human MLL CXXC domain-DNA interaction | Potency, µM (titrated, usually from 115 µM), for the others: top-dose activity change, negative = inhibition, hits mostly inhibitors | AID 2662 | 290,000 tested, 0.037% active | Q03164 | MLL-CXXC / FITC-HOXA9 DNA fluorescence polarization; active means well fitted inhibition curve with a large enough effect in the polarisation, with a control signal flat, not every such curve was filed as active; inconclusive means small, poorly fitted or top-dose-only effect, or effect the other way, or a change in a side signal; inactive means no such curve, though single readings can be large or run the other way; the % refers to the polarisation
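Steps: dispense CXXC domain solution (7 uM) → pin compounds or unlabeled HOX-A9 DNA control → 5 min ambient → add FLSN-HOX-A9 solution (50 nM) → spin → 30 min ambient → fluorescence polarization. Tris pH 7.5/NaCl/DTT/BSA buffer.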
The depositor's hits bear a star; ? = inconclusive; . = no result given; & = joins results of further samples; [ ] = another dose, or the depositor's remark. Unless noted, the call rests on the fitted dose curve; in most records, active means well fitted curve in the direction sought with a large enough effect; inconclusive means small, poorly fitted or top-dose-only effect, or another doubt; inactive means no such curve, though single readings can be large; an effect the other way counts as inactive or inconclusive. Potency means the concentration at half of the fitted maximal effect. Some of the compounds tested; count on the stated rates, not on these rows.

structure,Gal4-VP16 FLuc,NPC1 promoter act,RORg inh,p53 reactivator,MBNL1 CUG block,uPA surface inh,BRCA1 expr up,ELG1 genotoxic,Rab9 prom act,FLuc modulator,CXXC DNA block
CCOC(=O)c1ccc(NC(=O)CCOc2ccccc2)cc1,-2.7%,-1.6%,22.3%,4.8%,-2.2%,5.6%,-0.2%,-2.8%,1.0%,-3.6%,-14.3%
C=CCc1c(C)nc(C)nc1N/N=C/c1ccc(F)cc1,?,-1.4%,?,-3.8%,13.2%,6.3%,-39.9%,0.0%,1.7%,2.0%,-6.1%
C=CCNC(=O)C1=NN(c2c(F)c(F)cc(F)c2F)C(=O)CC1,8.7%,-0.2%,-28.2%,11.4%,-3.2%,-4.3%,-20.2%,-3.1%,1.1%,0.0%,-4.1%
CCOc1ccccc1Nc1ccc2nonc2c1[N+](=O)[O-],-0.2%,-0.6%,7.1%,0.2%,?,6.2%,-1.1%,5.1%,0.7%,-0.7%,6.1%
COc1ccc(C2=Nn3c(nnc3-c3ccccc3OC)SC2)cc1OC,-15.6%&2.9%,-7.7%&-13.8%,0.0%&-16.5%,-5.2%,12.5%,-5.5%,-85.4%&-67.9%,?,-27.3%&-23.0%,6.6%&2.6%,-5.6%
CCOC(=O)c1c(NC(=O)C(C)N2CCN(C(=O)c3ccco3)CC2)sc2c1CCCC2 (stereo not given),11.2µM*,-9.6%,-35.3%,-10.7%,-4.5%,-0.7%,-73.2%,-6.9%,-5.8%,-2.6%,-1.7%
COc1cccc(C(=O)NC(=S)Nc2cccnc2)c1,-25.3%,22.8%,?,?,-0.5%,-0.4%,-7.1%,11.3%,?,?,6.2%
COc1cc(/C=N/NC(=O)CNC(=O)/C=C/c2ccco2)cc(OC)c1OC,1.1%,2.3%,-1.4%,-3.7%,?,8.3%,-45.1%,13.7%,1.1%,1.4%,-6.0%
Cc1cccc(OC(C)C(=O)NC2CCS(=O)(=O)C2)c1C (stereo not given),1.3%,2.1%,12.7%,?,-2.6%,-1.6%,-7.4%,2.9%,-1.8%,3.5%,-0.6%
CCN(Cc1ccccc1)C(=O)c1c(-c2ccccc2Cl)noc1C,-4.2%,0.8%,-1.6%,.,4.6%,2.1%,-6.3%,-1.9%,-3.8%,1.3%,0.7%
O=C(O)c1ccccc1NC(=O)C1CCN(S(=O)(=O)c2cccc3nsnc23)CC1,-16.8%,0.4%,1.6%,9.5%,?,-1.7%,9.9%,-6.2%,-0.2%,5.2%,10.4%
CCc1ccc(N=CC2=C(O)CC(c3ccco3)CC2=O)cc1 (stereo not given),13.7%,2.0%,25.2%,-1.1%,12.2%,-2.9%,-7.5%,5.7%,-0.5%,?,0.9%
COc1ccc(NC(=O)CN(C)S(=O)(=O)c2cccc3cccnc23)cc1,-5.5%,-3.0%,-18.6%,0.7%,-3.2%,0.3%,-7.9%,6.5%,0.1%,-0.8%,14.0%
Cc1csc(NC(=O)CCc2nc3ccccc3s2)n1,-5.4%,-2.2%,?,-1.5%,-4.4%,3.6%,56.2%,14.4%,0.3%,?,-6.1%
CCN(CC(=O)Nc1ccc(NC(C)=O)cc1)C(=O)/C=C/c1ccc([N+](=O)[O-])cc1,.,5.5%,.,3.5%,.,0.2%,-26.3%,-4.9%,2.4%,?,.
CCNC(=S)N1CCn2cccc2C1c1ccc(F)cc1 (stereo not given),-16.7%,-9.8%,-17.9%,-2.3%,0.4%,4.3%,-25.7%,-6.3%,-4.6%,4.7%,5.9%
CC(=O)Oc1ccccc1-n1c(C)nc(=O)c(-c2ccccc2)c1C,-3.9%,-4.2%,-10.5%,0.8%,-2.8%,3.6%,0.0%,-0.4%,-1.1%,-0.6%,-2.9%
Cc1ccsc1/C=N/n1c(-c2cccnc2)n[nH]c1=S,-19.5%,7.6%,11.2µM*,-6.3%,2.1%,.,1.6%,1.3%,-2.5%,2.1%,-8.2%
O=c1c2nncn2c2cc(C(F)(F)F)ccc2n1CCNc1ncc(C(F)(F)F)cc1Cl,-3.2%,-1.7%,-9.8%,-0.5%,-8.4%,-2.2%,15.4%,-8.6%,-5.1%,0.7%,-8.7%
Cc1ccc(C(=O)N(CCN2CCCCC2)CC2CCCN(C3CCCC3)C2)s1 (stereo not given),.,21.8%,.,.,-4.1%,-21.0%,2.1%,15.9%,?,?,3.7%
c1ccc(Cn2nnnc2C(c2ccncc2)N2CCOCC2)cc1 (stereo not given),0.7%,-2.4%,2.0%,-0.8%,-0.6%,3.0%,-1.9%,-2.5%,1.2%,-1.3%,-6.0%
CSc1nc(N)n(-c2cc(C(F)(F)F)ccn2)n1,-2.1%,-6.0%,5.2%,-0.9%,-6.6%,0.3%,-0.7%,-2.6%,-3.8%,3.6%,-8.1%
Cc1ccc(SCc2cc(=O)[nH]c(N3CCN(Cc4ccccc4)CC3)n2)cc1,2.4%,2.8%,-8.5%,-6.5%,-10.7%,6.6%,-11.3%,-0.4%,1.8%,-2.5%[2.3 µM],16.9%
COCCn1c(CN2CCC(Cc3ccccc3)CC2)nc2c1c(=O)n(C)c(=O)n2C,0.9%,-23.3%,4.1%,-3.7%,-4.6%,-5.3%,-42.3%,-8.0%,-31.2%[inhibitor],-0.3%,0.5%

Copied from the list.
`Cc1ccsc1/C=N/n1c(-c2cccnc2)n[nH]c1=S` @ FLuc modulator: 2.1%
`CCOc1ccccc1Nc1ccc2nonc2c1[N+](=O)[O-]` @ FLuc modulator: -0.7%
`O=C(O)c1ccccc1NC(=O)C1CCN(S(=O)(=O)c2cccc3nsnc23)CC1` @ p53 reactivator: 9.5%

New compounds follow:
structure,Gal4-VP16 FLuc,NPC1 promoter act,RORg inh,p53 reactivator,MBNL1 CUG block,uPA surface inh,BRCA1 expr up,ELG1 genotoxic,Rab9 prom act,FLuc modulator,CXXC DNA block
O=c1[nH]c(C2CCCN(S(=O)(=O)c3ccccc3F)C2)nc2c1nnn2Cc1ccccc1Cl (stereo not given),?,-4.8%,?,-4.6%,0.4%,-6.7%,-70.6%,?,-0.9%,-3.2%,4.6%
Cc1cc2cc(CN(CCCO)S(=O)(=O)c3cccc4nsnc34)c(=O)[nH]c2cc1C,-3.6%,12.4%,10.0%,-7.3%,?,-0.6%,-44.2%,0.7%,14.4%,-0.6%,1.7%
COCc1ccc(CN2CCC(CO)(CC3CCCCO3)CC2)o1 (stereo not given),1.3%,-3.7%,-0.2%,4.5%,-5.9%,0.1%,25.4%,-1.5%,12.0%,0.4%,-13.7%
CCOC(=O)Cc1csc(NC(=O)CN2CCCCC2)n1,-1.9%,-3.0%,24.9%,2.8%,0.9%,0.6%,24.9%,-4.1%,-0.1%,4.4%,-7.2%
CC1CCCN(C(=O)c2ccncc2)C1 (stereo not given),5.2%,1.2%,-0.5%,-10.4%,1.8%,-0.8%,4.5%,-0.4%,-2.6%,-2.8%,12.8%
C=CCc1ccc(OCC(O)COc2ccc(CC=C)cc2OC)c(OC)c1,?,0.4%,-39.1%,4.7%,-1.6%,5.6%,-41.6%,-0.3%,-4.1%,?,8.8%
O=S(=O)(Nc1nc(-c2ccccc2)cs1)c1cc(Cl)ccc1Cl,-13.3%,-2.6%,3.9%,26.6%,1.1%,1.8%,-2.6%,1.6%,4.4%,-13.1%,?
Cc1nn(-c2ccccc2)c(C)c1NC(=O)COc1ccc(Br)cc1Cl,-10.7%,-4.7%,?,-11.8%,2.4%,1.9%,-44.9%,-7.3%,-12.7%,1.7%,-4.5%

Screening results from PubChem BioAssay.
